Bioassay records from PubChem BioAssay.
AGP1 TOR yeast: modulators of AGP1-GFP expression in yeast TOR pathway, primary screen, cell-based, multiplex flow cytometry, S. cerevisiae, MLPCN library; 3 h; GFP as percent of DMSO wells; GFP response vs DMSO, % at 10 µM; 320,000 tested, 0.02% active; AID 2066, 2009;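 active = GFP response relative to DMSO above a set limit, near screen average plus 3 SD, cut at about 150% in these data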;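 note: median GFP channel fluorescence of the gated AGP1 strain per well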
MEP2 TOR yeast: modulators of MEP2-GFP levels in yeast, primary screen, S. cerevisiae, multiplex flow cytometry, MLPCN library. S. cerevisiae MEP2-GFP strain, 3 h; 100% = DMSO control level. GFP response vs DMSO, % at 10 µM. 330,000 tested, 0.51% active. AID 2016, 2009;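 active = GFP response versus DMSO above a set limit, roughly screen mean plus 3 SD, cut at about 180% in these data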;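 note: median GFP fluorescence of the barcode-gated MEP2-GFP cells per well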
CR mimetic SO: reduction of superoxide in aged yeast, primary screen, HTS | S. cerevisiae aged cells, superoxide DHE fluorescence; hits give low values | superoxide response (% of plate mean), % at 10 µM | 330,000 tested, 0.18% active;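 active = superoxide response under a set limit, about three screen SD below normal, cut at about 65% in these data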;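 note: yeast aged for seven days with compound at 30 °C before DHE staining; 100% = average MFI of all compound-treated wells on the plate with controls excluded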
CIT2 TOR yeast: modulators of CIT2-GFP expression in yeast, primary screen, S. cerevisiae, GFP fusion, multiplex flow cytometry, MLPCN library | S. cerevisiae CIT2-GFP strain, 3 h; 100 means same as DMSO wells | GFP response vs DMSO, % at 10 µM | 320,000 tested, 0.065% active;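 active = GFP response relative to DMSO above a set limit, near the screen mean plus 3 SD, cut at about 150% in these data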;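 note: ratio of well median GFP fluorescence to mean of DMSO wells on the plate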
VLA-4 inh: inhibition in human VLA-4 binding assay, primary screen, VLA-4 allosteric modulator project, MLPCN library, flow cytometry, VLA-4 expressing cells | AID 2557, 2010 | 330,000 tested, 0.2% active | ligand binding flow cytometry | inhibition, % (about 7 µM as worked out from the volumes in the protocol) | Integrin alpha-4 (Homo sapiens), P13612; in the data active = inhibition above about 50%
Target sequence (P13612 whole entry, looked up): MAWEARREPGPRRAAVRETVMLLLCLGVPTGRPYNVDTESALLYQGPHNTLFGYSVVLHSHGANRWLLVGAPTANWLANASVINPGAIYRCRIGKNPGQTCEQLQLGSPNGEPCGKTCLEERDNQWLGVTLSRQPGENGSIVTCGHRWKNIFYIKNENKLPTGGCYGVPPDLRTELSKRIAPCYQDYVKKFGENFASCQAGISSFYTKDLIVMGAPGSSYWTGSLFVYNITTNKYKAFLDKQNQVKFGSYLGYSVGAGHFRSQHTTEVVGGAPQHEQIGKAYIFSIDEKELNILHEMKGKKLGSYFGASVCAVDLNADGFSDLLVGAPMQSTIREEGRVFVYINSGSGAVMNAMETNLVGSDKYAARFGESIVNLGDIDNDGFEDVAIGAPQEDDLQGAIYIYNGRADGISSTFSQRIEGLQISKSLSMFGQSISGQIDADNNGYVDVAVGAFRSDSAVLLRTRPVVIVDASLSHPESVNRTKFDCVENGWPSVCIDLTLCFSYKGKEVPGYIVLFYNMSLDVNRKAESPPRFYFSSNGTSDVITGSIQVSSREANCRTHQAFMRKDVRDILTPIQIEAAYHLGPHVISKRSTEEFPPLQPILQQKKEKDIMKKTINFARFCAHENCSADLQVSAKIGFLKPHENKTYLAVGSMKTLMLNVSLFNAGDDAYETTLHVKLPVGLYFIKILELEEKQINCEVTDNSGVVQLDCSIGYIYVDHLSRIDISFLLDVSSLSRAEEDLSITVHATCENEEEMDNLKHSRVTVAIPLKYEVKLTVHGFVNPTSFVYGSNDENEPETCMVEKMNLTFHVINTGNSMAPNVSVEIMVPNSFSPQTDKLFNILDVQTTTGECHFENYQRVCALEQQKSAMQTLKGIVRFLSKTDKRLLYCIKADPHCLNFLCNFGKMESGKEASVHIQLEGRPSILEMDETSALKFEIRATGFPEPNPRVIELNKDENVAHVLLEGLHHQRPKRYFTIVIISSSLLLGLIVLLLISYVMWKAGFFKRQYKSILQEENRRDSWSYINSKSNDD
GRK2 inh: compounds blocking aptamer binding on GRK2 – biochemical, human GRK2, bead flow cytometry, HTS, primary screen | FAM-aptamer displacement from GRK2 | inhibition of aptamer binding, % at 10 µM | 330,000 tested, 0.59% active | AID 488847, 2010;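 active = inhibition of aptamer binding above 40%, roughly 3 SD of noise, on plates passing a quality check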;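 note: median bead fluorescence of bound FAM aptamer so fluorescent compounds give negative values; no value below 0 was filed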
LAP4-GFP MLPCN: modulators of LAP4-GFP expression in yeast, primary screen, S. cerevisiae, multiplex flow cytometry, MLPCN library | 3 h; median GFP as percent of DMSO wells | GFP response vs DMSO, % at 10 µM | 320,000 tested, 0.34% active;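 active = GFP response vs DMSO above a set limit, about the screen mean plus 3 SD, cut at about 150% in these data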
RPL19A TOR yeast: RPL19A-GFP expression modulators in yeast, primary screen, cell-based, S. cerevisiae, multiplex flow cytometry, MLPCN; 330,000 tested, 0.3% active; S. cerevisiae RPL19A-GFP strain, 3 h; hits give low values; AID 2025, 2009; percent response vs DMSO, % at 10 µM;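 active = percent response vs DMSO below 50%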;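 note: median channel GFP fluorescence of the barcoded RPL19A-GFP strain; ratio of sample median GFP to plate DMSO average so 100% = DMSO; lower means less RPL19A-GFP as with rapamycin TOR inhibition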
* marks the source's active call; other numbers are inactive results; nt = no result given.

#	SMILES	AGP1 TOR yeast	MEP2 TOR yeast	CR mimetic SO	CIT2 TOR yeast	VLA-4 inh	GRK2 inh	LAP4-GFP MLPCN	RPL19A TOR yeast
1	COCCN(C(=O)CSc1n[nH]c(-c2ccc(OC)cc2)n1)c1c(N)n(Cc2ccccc2)c(=O)[nH]c1=O	102	100	101	94	-42	2	109	100
2	Cc1cc(Nc2ccc(Cl)cc2)n(-c2ccccc2)n1	98	101	95	86	10	0	101	nt
3	Cc1cccc(N(CC(=O)NCC2CCCO2)C(=O)CCC(=O)Nc2nccs2)c1 (stereo not drawn)	78	90	107	98	-18	3	81	96
4	CN(CC(=O)NCc1ccccc1)S(=O)(=O)c1ccc2c(c1)CCC(=O)N2	101	110	93	106	10	0	95	102
5	COc1ccc(NC(=O)NC2CCCCCCC2)cc1	90	92	97	90	-16	2	84	104
6	COc1ccc(NC(=O)C2CC(=O)OC2c2ccccc2)cc1 (stereo not drawn)	90	105	100	108	11	2	88	99
7	Cn1nc(-c2ccc(N3CCOCC3)c(NS(=O)(=O)c3ccc(Cl)cc3)c2)c2ccccc2c1=O	94	99	88	95	-6	0	94	94
8	Cc1nn2c3ccccc3n(CC(=O)c3cccs3)c2nc1=O	105	97	90	93	5	0	103	96
9	CCOC(=O)c1cccc(NC(=O)c2cc(C)nn2-c2ccccc2)c1	92	87	102	91	-4	0	87	89
10	CN1C[C@@H]2C(c3ccc(C(F)(F)F)cc3)C3(c4ccc(C#N)cc4)CC2(C3)[C@H]1c1ccccc1 (stereo partly drawn)	106	106	102	103	2	0	98	101
11	Cc1cc(O)c2/c(=N\N)c(-c3csc(C)n3)coc2c1	108	106	110	104	16	0	109	99
12	Cc1cccc2c(=O)cc(C)n(CC(=O)N3CCCCC3)c12	99	99	94	98	4	0	98	100
13	COc1ccc(OC)c(C(c2nnnn2Cc2ccccc2)N2CCN(C3CCCCC3)CC2)c1 (stereo not drawn)	108	100	92	117	11	0	106	102
14	Cc1nc(/C(N)=N/OC(=O)c2ccc(Cl)cc2)c(C(F)(F)F)o1	95	101	107	79	13	nt	111	92
15	O=C(Nc1cc(=O)c2ccccc2o1)N1CCCCC1	92	92	97	nt	23	0	106	100
16	O=C(c1ccc(CS(=O)Cc2ccc(Cl)cc2)o1)N1CCN(c2ccc(F)cc2)CC1 (stereo not drawn)	101	106	86	103	3	3	106	101
17	Cc1cc([N+](=O)[O-])c2c(c1C)C1C=CCC1C(c1ccccn1)N2 (stereo not drawn)	89	113	136	98	-3	0	97	98
18	COC(=O)c1ccc(CNC(=O)Cn2cnnn2)cc1	95	102	95	96	4	1	86	102
19	CC(C)(C)NC(=O)C(c1ccccn1)N(C(=O)C1CSC(=O)C1)c1ccc(F)cc1 (stereo not drawn)	103	102	93	97	-1	0	96	103
20	CC1CC(C)CN(CC(=O)N2c3ccccc3CCc3ccccc32)C1 (stereo not drawn)	105	98	96	99	15	1	95	96
21	Cc1ccccc1CN(c1ccc(C(=O)Nc2ccccc2C(=O)NCc2ccco2)cc1)S(C)(=O)=O	120	122	109	104	-6	4	117	108
22	COc1cc(C2C(C#N)=C(N)OC3=C2C(=O)CC(C)(C)C3)ccc1OC(=O)N1CCOCC1 (stereo not drawn)	110	107	96	117	-15	1	108	104
23	CC1=C[C@H]2Cc3cc(C)cc(C)c3S(=O)(=O)[C@@H]2C=C1	97	98	96	96	-9	2	99	106
24	COC(=O)c1c(NC(=O)Cc2ccccc2)sc2c1CC(C)(C)NC2(C)C	105	102	102	100	-3	0	98	100

Single records (already shown). Order of screens: AGP1 TOR yeast | MEP2 TOR yeast | CR mimetic SO | CIT2 TOR yeast | VLA-4 inh | GRK2 inh | LAP4-GFP MLPCN | RPL19A TOR yeast
Results for `COC(=O)c1ccc(CNC(=O)Cn2cnnn2)cc1` : 95 | 102 | 95 | 96 | 4 | 1 | 86 | 102
Results for `Cc1ccccc1CN(c1ccc(C(=O)Nc2ccccc2C(=O)NCc2ccco2)cc1)S(C)(=O)=O` : 120 | 122 | 109 | 104 | -6 | 4 | 117 | 108

(list continues)
#	SMILES	AGP1 TOR yeast	MEP2 TOR yeast	CR mimetic SO	CIT2 TOR yeast	VLA-4 inh	GRK2 inh	LAP4-GFP MLPCN	RPL19A TOR yeast
25	C=CCn1c(SC(C)CC)nc(O)cc1=O (stereo not drawn)	90	94	100	91	17	2	92	90
26	CCOC(=O)NC(=O)/C(C#N)=C\NNc1ncc(C(F)(F)F)cc1Cl	95	91	95	84	7	0	93	96
27	Cc1ccccc1NC(=O)CN(c1ccc(F)cc1)S(C)(=O)=O	101	108	97	99	24	0	98	101
28	CCCn1c(=N)n(CC(O)c2ccc(C)cc2)c2ccccc21 (stereo not drawn)	109	98	100	93	12	0	109	101
29	CCOc1ccc(Oc2ccc(C(F)(F)F)cc2NC(=O)C2=COCCO2)cc1	93	95	87	79	16	0	87	91
30	Cc1nnc(NC(=O)c2ccc(C)c(S(=O)(=O)N3CCOCC3)c2)s1	100	100	96	105	-2	0	106	98
31	Cc1ccc(Nc2nc(N)nc(CC#N)n2)cc1	108	107	89	98	6	0	100	102
32	CCOC(=O)C1CCN(C(=O)c2ccc(NC(=O)C3CCCO3)cc2)CC1 (stereo not drawn)	102	96	83	97	0	5	100	99
33	COC(=O)CCC(=O)Nc1cc(OC)c(OC)cc1Cc1nccc2cc(OC)c(OC)cc12	99	101	89	108	1	0	92	100
34	N#Cc1cc2c(nc1SCc1cccnc1)CCCCC2	105	110	115	101	5	2	117	107
35	O=C(N/N=C/c1sc(N2CCOCC2)nc1-c1ccccc1)c1ccccc1F	106	102	97	109	0	0	113	100
36	O=C(COS(=O)c1ccccc1)Nc1cc(Cl)ccc1N1CCOCC1 (stereo not drawn)	96	104	100	101	16	0	95	100
37	COc1ccc(CCC(=O)OCC(=O)Nc2sccc2C(N)=O)cc1OC	97	100	104	99	9	0	100	98
38	Cc1ccc(CSCCNC(=O)CN(c2ccc(F)cc2)S(C)(=O)=O)cc1	101	112	98	100	2	1	103	106
39	COc1ccccc1Cn1c(C)nc2ccccc21	91	120	106	105	19	2	111	92
40	O=C(CN1CCN(S(=O)(=O)c2cccc(Br)c2)CC1)N1CCCCC1	91	96	115	91	12	1	99	95
41	Cn1c(=O)c(C(=O)NCCc2ccccc2)c(O)c2ccccc21	100	97	104	101	-2	0	88	99
42	CCCCOC(=O)CSc1nnc(-c2cc(OC)c(OC)c(OC)c2)o1	95	100	92	86	7	0	98	98
43	CN(CC(=O)Nc1ccc(Cl)c(C(F)(F)F)c1)C(=O)CCCNC(=O)c1ccc(Cl)cc1	104	110	108	106	-2	4	107	106
44	CC(C)OC(=O)c1cn(-c2ccccc2)nc1-c1ccc2c(c1)OCCO2	98	100	92	103	10	0	99	98
45	COc1ccc(C(=O)N[C@H](C(=O)NCCCn2nc(C)cc2C)C(C)C)cc1	104	99	85	93	29	0	103	97
46	Cc1noc(C)c1CSc1nc2ccccc2c(=O)n1-c1ccccc1	106	102	82	99	11	0	99	103
47	CC(=O)c1cc2c(cc1NC(=O)CN1CCOCC1)OCO2	100	101	102	97	5	0	99	95
48	CN(C(=O)COC(=O)c1ccccc1OCc1ccc(F)cc1)C1CCS(=O)(=O)C1 (stereo not drawn)	103	99	90	99	0	0	107	99
49	CS(=O)(=O)Nc1ccc(C2=NN(S(C)(=O)=O)C(c3ccc4c(c3)OCO4)C2)cc1 (stereo not drawn)	95	99	104	100	-14	2	88	97
50	COc1ccc(-c2c(-c3ccccc3OC)sc3ccccc23)cc1C=O	94	79	97	92	-17	5	92	94
51	Cc1c(Cl)cccc1NC(=O)CCN1CCN(C)CC1	102	105	97	104	10	2	90	105
52	CC(C)C(=O)NC(C)C(c1cccs1)N1CCN(c2ccccc2)CC1 (stereo not drawn)	90	93	91	95	-8	0	91	93
53	CCOC(=O)CNC(=O)Nc1ccccc1C(=O)OC	103	108	81	99	-11	0	113	103
54	S=C(c1ccc2c(c1)OCO2)N1CCOCC1	106	98	103	94	-1	1	116	98
55	Cn1nc(C(=O)Nc2sc3c(c2C#N)CCCC3)ccc1=O	100	101	111	101	15	4	112	101
56	Cc1c(C(=O)NNC(=S)NCc2ccc(Cl)cc2)oc2ccccc12	98	100	83	103	-17	0	93	99
57	Cc1ccc(CCNC(=O)CN2C(=O)COc3ccccc32)cc1	101	102	92	99	19	0	93	95
58	CC(CCc1ccccc1)NC(=O)c1ccc(-n2cncn2)c([N+](=O)[O-])c1 (stereo not drawn)	113	93	91	90	-8	0	119	89
59	Nc1ccccc1Sc1ccccc1[N+](=O)[O-]	95	102	113	94	19	0	95	99
60	COc1cc(C(=O)NCC(=O)OCC(=O)c2ccc[nH]2)cc(OC)c1OC	92	107	89	nt	-5	0	89	95
61	CCOc1ccc(N2CC(C(=O)N3CCCCC3)CC2=O)cc1 (stereo not drawn)	97	100	92	90	-3	2	93	102
62	COc1ccc(CCNC(=O)[C@@H](NC(=O)N2CCn3c2nc2ccccc23)C(C)C)cc1OC	99	95	115	94	9	0	89	98
63	Cc1ccc(C(C(=O)NC2CCCC2)N2CCc3ccccc32)cc1 (stereo not drawn)	102	99	96	99	5	0	97	103
64	COc1ccc(C(=O)C2CCCN(S(=O)(=O)c3cccnc3)C2)c(C)c1 (stereo not drawn)	87	95	118	103	0	1	95	97
65	CC1CCCCN1S(=O)(=O)c1ccc2c(c1)CCN2C(=O)CCC(=O)O (stereo not drawn)	94	106	82	95	-2	2	105	97
66	NC(=O)C1CCN(C(=O)CNC(=O)c2ccc(Br)o2)CC1	110	108	101	107	12	5	107	104
